GAA spleen mod: inhibitors or activators of human alpha-glucosidase in spleen homogenate; Potency, µM (series often up to 79.9 µM), for inactives: at the highest dose activity change, negative = inhibition, most hits filed as inhibitors; 0.006% of 240,000 active; P10253; human spleen homogenate, 4-MU-alpha-glucoside fluorescence;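 further: potency means the concentration at half of the fitted maximal effect; 0% = enzyme with vehicle and -100% = no enzyme basal signal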
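Human spleen homogenate (1 ug) with 4-methylumbelliferyl-alpha-D-glucopyranoside (1 mM final) in 50 mM citrate/phosphate pH 5.0, 0.01% Tween-20; 40 min at 37 C. Stopped at pH 10; 4-MU fluorescence Ex 365/Em 440 nm; AC50 by Hill fit.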
GAA inh: alpha-glucosidase (human) inhibition; Potency, µM (titrated, usually from 76.9 µM), inactives show top-dose activity change, negative = inhibition, usual class: inhibitors; purified human GAA, 4-MU-alpha-glucoside fluorescence; 0.005% of 200,000 active; AID 1466;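 further: potency means the concentration at half of the fitted maximal effect; plate controls were uninhibited enzyme wells for no effect and no-enzyme background for full effect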
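Human enzyme at 4 nM with 400 uM 4-methylumbelliferyl-alpha-D-pyranoside, citrate/phosphate buffer pH 5.0, 0.005% Tween-20, 20 min at room temperature. Compounds up to 77 uM. 4-MU fluorescence (Ex 365/Em 440) read after NaOH/glycine stop; AC50 from Hill fit.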
LMNA splice mod: LMNA splicing modulation | Potency, µM (top dose mostly 46.1 µM), without a hit: at the highest dose ratio change, negative = inhibition, hits mostly inhibitors | 0.01% of 200,000 active | HeLa LMNA splicing GFP/RFP minigene ratio, 48 h | AID 1487; active means well fitted inhibition curve with a large enough effect in the signal ratio, with a control signal flat, not every such curve was filed as active; inconclusive means small, poorly fitted or top-dose-only effect, or effect the other way, or a change in a side signal; the % refers to the signal ratio; further: potency means the concentration at half of the fitted maximal effect; on the % scale 0 is the no-effect control and ±100 the full control effect
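S3 HeLa cells stably expressing lamin A-EGFP splicing minigene plus DsRed2, 600 cells/well, 48 h compound exposure at 37C. Laser-scanning cytometry; analysed as GFP (500-530 nm)/RFP (575-640 nm) total intensity ratio; 0.5% DMSO vehicle.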
CBFb RUNX1 block: inhibitors of human CBF-beta and RUNX1 interaction | AID 1477 | 230,000 tested, under 10 active | Potency, µM (top dose mostly 59.8 µM), inactives show top-dose activity, negative = inhibition, most hits filed as inhibitors | AlphaScreen CBFb-His/RUNX1-biotin binding, biochemical | Q01196+Q13951; further: % of control where 0% means no effect
Target sequence (Q01196 whole entry, looked up): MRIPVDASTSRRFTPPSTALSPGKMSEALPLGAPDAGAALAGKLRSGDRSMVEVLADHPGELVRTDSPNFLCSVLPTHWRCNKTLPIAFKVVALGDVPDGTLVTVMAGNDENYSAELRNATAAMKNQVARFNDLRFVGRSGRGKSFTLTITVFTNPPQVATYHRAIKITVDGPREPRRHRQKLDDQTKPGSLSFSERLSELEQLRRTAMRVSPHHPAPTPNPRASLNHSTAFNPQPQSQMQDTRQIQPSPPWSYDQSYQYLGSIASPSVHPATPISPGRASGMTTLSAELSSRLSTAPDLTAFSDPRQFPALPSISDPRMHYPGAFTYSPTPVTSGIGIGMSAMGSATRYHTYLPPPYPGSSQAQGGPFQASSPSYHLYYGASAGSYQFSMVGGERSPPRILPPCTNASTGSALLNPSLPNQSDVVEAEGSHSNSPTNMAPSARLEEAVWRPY
Target sequence (Q13951 whole entry, looked up): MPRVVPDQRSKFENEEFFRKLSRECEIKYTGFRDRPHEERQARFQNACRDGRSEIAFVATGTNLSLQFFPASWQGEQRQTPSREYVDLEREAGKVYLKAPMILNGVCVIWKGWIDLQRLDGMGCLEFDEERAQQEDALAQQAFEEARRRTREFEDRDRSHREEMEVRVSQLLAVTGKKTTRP
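CBFb-His/RUNX1-biotin, 30 nM each, preincubated 20 min RT; compound 15 min RT; Ni + streptavidin beads 50 ng each, 90 min RT; AlphaScreen read.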
HTT aggregate: mutant huntingtin aggregation inhibition; PC12 HttQ103-GFP aggregates, Acumen cytometry, 40 h; Potency, µM (titrated, usually from 46.1 µM), without a hit: at the highest dose activity change, negative = inhibition, most hits filed as inhibitors; 1.1% of 220,000 active; further: potency means the concentration at half of the fitted maximal effect; on the % scale 0 is the no-effect control and ±100 the full control effect; nearly all actives have a fitted effect of over 60% in size
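Inducible Q103 Huntingtin exon 1–GFP PC12 line, 1500 cells/well in phenol red free DMEM with 5% equine and 5% calf serum. Tebufenozide 100 nM induced expression; compounds titrated; aggregates quantified by cytometry.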
GAA glycogen mod: GAA glycogen-cleavage inhibition or activation | recombinant GAA, glycogen substrate, Amplex Red glucose oxidase fluorescence | 0.38% of 300,000 active | Potency, µM (doses to about 76.4 µM), for inactives: at the top dose activity change, negative = inhibition, actives largely listed as inhibitors;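 further: potency means the concentration at half of the fitted maximal effect; 0% = full enzyme reaction and -100% = no-enzyme basal signal; the screen sought inhibitors and activators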
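Recombinant human enzyme (4 nM); glycogen substrate; 37 C, 40 min, pH 5.0. Readout: coupled glucose oxidase/Amplex Red fluorescence.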
HTT ATP protect: cytoprotection in Huntington HTT-Q103 PC12 cell model; Potency, µM (highest dose often 56.4 µM), for inactives: cytoprotection (ATP increase), actives largely listed as activators; PC12 HTT-Q103 induced, cytoprotection, ATP luminescence, 40 h; 0.14% of 230,000 active; AID 1471;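 further: potency means the concentration at half of the fitted maximal effect; % of control where 0% means no effect; nearly all actives have a fitted effect of over 45% in size; toxic huntingtin expression switched on by the ecdysone agonist tebufenozide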
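PC12 cells with ecdysone-inducible HTT exon 1 Q103-GFP, induced with 100 nM tebufenozide and co-treated with library compounds in a dose series (1536-well, 1500 cells/well). Cytoprotection read as ATP content by ATPlite luminescence.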
Starred values were filed as active, the others as inactive; ? = inconclusive; / = no result given; & = joins results of further samples; [ ] = another dose, or the depositor's remark. Unless noted, the call rests on the fitted dose curve; in most records, active means well fitted curve in the direction sought with a large enough effect; inconclusive means small, poorly fitted or top-dose-only effect, or another doubt; inactive means no such curve, though single readings can be large; an effect the other way counts as inactive or inconclusive.

SMILES	GAA spleen mod	GAA inh	LMNA splice mod	CBFb RUNX1 block	HTT aggregate	GAA glycogen mod	HTT ATP protect
CCOC(=O)N1CCC(NC(=O)C2CCCN(S(=O)(=O)c3cccc4nsnc34)C2)CC1 (centres undefined)	4%	-12%	?	4%	-6%	-1%	11%
CC(C)OC(=O)NC(Nc1ccccc1C(=O)O)(C(F)(F)F)C(F)(F)F	-5%	/	/	-2%	-3%[9.22 µM]	5%	6%[10 µM]
COc1ccc(C(=O)/C=C/Nc2ccc(C)cn2)cc1OC	-18%	2%	-8%	-4%	?	-6%	-68%[inhibitor][10 µM]
Cc1cc2cc(CNC(=O)c3cc4ccccc4o3)ccc2n1C	-4%	-3%	?	-28%	-10%	-8%	-4%
Cc1cc(-c2onc(C)c2C(=O)O)no1	2%	-6%	/	11%	-14%[9.22 µM]	-12%	0%[10 µM]
O=C(NCc1ccccc1)c1ccc(Br)cc1	-3%	4%	10%[46 µM]	6%	-3%[9.22 µM]	12%	3%[10 µM]
CC1CCC(NC(=O)CN2CCC(n3nnc4cc(F)ccc43)CC2)CC1 (centres undefined)	6%	2%	-1%	8%	-18%	9%	-10%[10 µM]
CC(=O)c1cccc(S(=O)(=O)NCCC(=O)O)c1	-1%	4%	-1%[46 µM]	9%	11%	7%	-8%
COc1ccc(COc2cc(-c3cccc(OC)c3)nc3ccc(NC(=O)c4ccc(Cl)cc4)cc23)cc1	-23%&8%	1%[15.4 µM]	?	3%&-21%	-26%	0%	-100%[inhibitor][40.3 µM]
Cc1cccc(CNc2cc(-c3ccoc3)ncn2)c1	4%	/	?	/	/	/	13%
COc1cccc(C2C3=C(N=c4s/c(=C\c5ccccc5O)c(=O)n42)c2ccccc2CC3)c1OC (centres undefined)	-2%	3%	/	-2%	-1%	5%	-10%
Cc1nn(-c2ccccc2)c(C)c1C(=O)OC/C(O)=C(\C#N)c1nc2ccccc2[nH]1	-1%	-1%	-1%	-22%	-12%	-4%	-1%[10 µM]
COC(=O)c1nc(NC(=O)c2ccc(F)cc2)n[nH]1	4%	-8%	9%[46 µM]	4%	-3%	-1%	?
CCc1ccc(-c2cc(N)n(-c3ccccc3)n2)cc1	1%	2%	20%[9.22 µM]	-9%	-8%	-2%	-147%[inhibitor]
CCOC(=O)C1CCCN(Cc2ccc(O)c(OC)c2)C1 (centres undefined)	-8%	-1%	12%	3%	-6%	-5%	-3%[10 µM]
Cc1noc(/C=C/c2nn(C)cc2Cl)c1[N+](=O)[O-]	-2%	-5%	/	-2%	-3%[9.22 µM]	-9%	-40%[10 µM]
COc1cccc(NC(=O)/C=C/c2ccco2)c1	5%	0%	?	?	25%	-21%	0%[10 µM]
O=C(Nc1cccn(Cc2cccc(F)c2)c1=O)NC1CCCCC1	2%	-2%	/	2%	0%[9.22 µM]	-6%	-18%[10 µM]
CCOC(=O)c1c(NC(=O)/C=C/c2ccco2)sc(C)c1C	0%	?	7%	0%	27%	7%	-19%
Cc1cc(-c2ccccc2)n2ncc(-c3ccccc3)c2n1	8%	-4%	-3%	?	-33%	-10%	-39%[10 µM]
COc1ccccc1-c1nc(NCc2cccs2)c2ccccc2n1	-9%	/	?	/	/	/	-27%
C=CCn1c(=S)[nH]c2sccc2c1=O	-7%	3%	8%[46 µM]	5%	1%	0%	-14%
COC(=O)C1=C(C)NC(=O)/C1=C\c1cc(C)n(-c2cc(C)cc(C)c2)c1C	-11%	-19%	-1%	-25%	-3%	-5%	-20%
COc1ccc(C(=O)NCCc2nnc(SCC(=O)Nc3ccccc3F)n2C)cc1	-1%	12%	/	-1%	7%	-13%	-17%
CS(=O)(=O)c1cnc2c(S(=O)(=O)c3ccccc3)cnn2c1N	2%	12%	5%[46 µM]	4%	-2%[9.22 µM]	18%	-28%
Cc1ccc(-c2c3c(=O)n(C)c(=O)n(C)c3cn2-n2cnnc2)cc1	13%	5%	?	-8%	8%	3%	-22%
CC(C)OC(=O)COc1cc(O)c2c(=O)cc(-c3ccccc3)oc2c1	5%	/	/	1%	3%[9.22 µM]	4%	6%[10 µM]
Cc1ccc(CNC(=O)c2ccc3c(=O)n(CC4CCCO4)c(=S)[nH]c3c2)cc1 (centres undefined)	2%	-2%	5%	1%	17%	1%	-38%[inhibitor]
O=C1CSCC(=O)N1c1ncc(C(F)(F)F)cc1Cl	-1%	/	/	4%	-24%[9.22 µM]	-1%	3%[10 µM]
COc1ccc(-n2c(COc3cccc4ccccc34)nnc2SCC#N)cc1	-4%	-2%	?	-15%	?	-12%	29%[10 µM]
Cc1c(C(=O)Nc2c(C)n(C)n(-c3ccccc3)c2=O)oc2ccccc12	2%	6%	-5%	6%	-16%	2%	-11%
CCN1C(=O)/C(=c2\o/c(=C3\C=Cc4ccccc4N3CC)c(=O)n2CC)SC1=S	6%	-8%	10%	-18%	1%	-2%	4%
Cc1ccc(S(=O)(=O)N2CC(O)C[C@H]2C(=O)OCC(=O)c2ccccc2)cc1 (some centres undefined)	-8%	-2%	8%	0%	4%	0%	11%[10 µM]
COc1ccccc1N1CCN(C(=O)c2ccc(CSc3ccccc3)cc2)CC1	1%	-9%	?	-1%	22µM*	-4%	/
COc1ccc(N(CC(=O)Nc2ccc(S(=O)(=O)N3CCCCC3)cc2)S(C)(=O)=O)cc1OC	-5%	?	?	1%	-5%	-5%	-29%
C#Cc1ccc([C@H]2C=C(C(=O)N3CCOCC3)O[C@@H](OCc3ccc(CO)cc3)C2)cc1	-6%	/	/	-16%	14%[9.22 µM]	-5%	8%[10 µM]
Cc1ccc(N=C2S/C(=C\c3cn(CC(=O)O)c4ccccc34)C(=O)N2C)cc1	-9%	-6%	?	-10%	-9%	-8%	/
COC(=O)/C=C/C(=O)Nc1cccnc1	-8%	3%	?	5%	?	6%	1%
CCN(CC)S(=O)(=O)c1ccc(C)c(NC(=S)N2CCN(C/C=C/c3ccccc3)CC2)c1	-2%	-11%	/	4%	?	-9%	9%
Cc1ccccc1-c1nc(S(=O)(=O)c2ccc(Br)cc2)c(NCc2cccnc2)o1	-1%	-5%	?	-20%	?	-14%	-24%

One compound at a time, as listed above. Values in the order: GAA spleen mod | GAA inh | LMNA splice mod | CBFb RUNX1 block | HTT aggregate | GAA glycogen mod | HTT ATP protect
Profile of COc1ccc(N(CC(=O)Nc2ccc(S(=O)(=O)N3CCCCC3)cc2)S(C)(=O)=O)cc1OC : -5% | ? | ? | 1% | -5% | -5% | -29%
Profile of CCN1C(=O)/C(=c2\o/c(=C3\C=Cc4ccccc4N3CC)c(=O)n2CC)SC1=S : 6% | -8% | 10% | -18% | 1% | -2% | 4%

Next compounds
SMILES	GAA spleen mod	GAA inh	LMNA splice mod	CBFb RUNX1 block	HTT aggregate	GAA glycogen mod	HTT ATP protect
O=C(NCc1ccccc1Cl)NCc1ccccc1Cl	-7%	/	/	6%	2%[9.22 µM]	3%	-16%[10 µM]
Cc1c(Br)c([N+](=O)[O-])nn1CC(=O)Nc1c(C)n(C)n(-c2ccccc2)c1=O	-19%	-4%	-13%	-3%	?	16%	9%[1.9 µM]
COc1cccc(CNS(=O)(=O)c2cn(C)cn2)c1	9%	?	-9%	-1%	7%	4%	4%
O=C(N=Nc1c(O)[nH]c2ccccc12)c1cc(-c2cccs2)[nH]n1	0%	/	/	11%	-31%[9.22 µM]	-9%	-7%[10 µM]
NC(=O)COC(=O)c1ccc(Cl)c(S(=O)(=O)N2CCCCCC2)c1	-1%	0%	10%[9.22 µM]	10%	-7%	9%	-21%
O=C(C1CC(c2ccccc2O)=NO1)N1CCc2ccccc2C1 (centres undefined)	3%	-1%	8%	-2%	5%[9.22 µM]	-5%	-1%
Cc1ccc(O)c(NC(=O)CSc2ccc(Cl)cc2)c1	-3%	-1%	-11%[46 µM]	0%	?	?	?
O=C(COc1ccc(C(=S)N2CCC(Cc3ccccc3)CC2)cc1)N1CCOCC1	1%	0%	/	-7%	-21%	1%	-23%
Cc1cc(NS(=O)(=O)c2ccc(NS(=O)(=O)c3ccc(CC(C)C)cc3)cc2)nc(C)n1	-5%	?	/	4%	15%	14%	-27%
Cc1cccc(OCC(O)Cn2c(=N)n(Cc3ccccc3)c3ccccc32)c1 (centres undefined)	2%	?	/	15%	-3%[9.22 µM]	1%	-12%[10 µM]
COCCN1C(=O)Cc2c1nc(N)c1c(N)nc(N3CCN(c4ccc(F)cc4)CC3)c(C#N)c21	2%	2%	3%[46 µM]	-24%	10%	20%	-24%
COC(=O)C(Cc1ccccc1)P(=O)(c1ccccc1)c1ccccc1 (centres undefined)	3%	2%	-4%	3%	-8%	-4%	/
COc1cccc(Cn2cnc3c(NS(=O)(=O)c4cccc(Cl)c4Cl)c(C)c(C)cc32)c1	-9%	-2%	1%	-20%	?	-6%	31%[10 µM]
O=C(CCN1CCCCCC1)Nc1cccc(Cl)c1	-6%	-1%	1%	4%	-15%	0%	7%[10 µM]
O=C(CP(=O)(c1ccccc1)c1ccccc1)Nc1nc2ccc(Cl)cc2s1	1%	/	/	7%	-25%[9.22 µM]	1%	-4%[10 µM]
Cc1cccc(C)c1NC(=O)C(c1cccc([N+](=O)[O-])c1)N(C)C(=O)c1ccccn1 (centres undefined)	-10%	2%	-18%	18%	7%	-10%	-9%[10 µM]
CCOc1cccc(C(=O)Nc2nc(-c3ccc(S(=O)(=O)N4CCOCC4)cc3)cs2)c1	5%	-5%	?	13%	-13%	-8%	15%[1.9 µM]
CCCOc1ccc(-c2csc(NC(=O)CN3C(=O)CCC3=O)n2)cc1	-3%	-1%	-6%	-14%	-3%	0%	-12%[10 µM]
CCCCC/C=C\C/C=C\C/C=C\CCCCCCC(=O)NCCc1ccc(O)c(O)c1	5%	/	/	4%	/	/	8%
CCN(CC)CP(=O)(c1ccccc1)c1ccccc1	-6%	2%	1%	3%	3%	1%	-2%
O=C(NCCNC(=O)c1cc(OCC(F)(F)F)ccc1OCC(F)(F)F)Nc1cccc(C(F)(F)F)c1	-13%	?	?	0%	?	-17%	-56%[inhibitor]
CCCCNC(=S)N(C)/N=C/c1sc(N2CCCCC2)nc1-c1cccs1	-3%	-4%	13%	21%	-1%	6%	/
N=C1C(c2nc3ccccc3[nH]2)=C(O)CN1C1CCCCC1	3%	/	/	7%	3%[9.22 µM]	2%	-13%[10 µM]

Structures above printed as active in HTT aggregate.
Compound	GAA spleen mod	GAA inh	LMNA splice mod	CBFb RUNX1 block	HTT aggregate	GAA glycogen mod
COc1ccccc1N1CCN(C(=O)c2ccc(CSc3ccccc3)cc2)CC1	1%	-9%	?	-1%	22µM*	-4%
